TRPM1 prom inh – inhibitors of MITF-driven TRPM1 promoter in melanoma cells; SK-MEL-5 TRPM1 promoter luciferase, 24 h; hit rate 0.83% among 330,000; inhibition, % at 12.5 µM;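 active means mean inhibition across replicates of 60% or more, whatever share of single replicates reaches that level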; further: values of inactives mirror those of a sister screen read the other way
HIF-2a inh – HIF-2a inhibition. 786-0 RCC cells HIF-2a reporter, luciferase luminescence, overnight. inhibition, % at 18.8 µM. hit rate 0.72% among 360,000;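 active means inhibition of the luminescence signal of 40% or more relative to plate controls, in a single-dose primary screen at 18.75 µM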
PDI turbidity – inhibitors of human protein disulfide isomerase; hit rate 0.052% among 350,000; P07237; inhibition, % at 10 µM; PDI insulin aggregation turbidity, A650, 90 min;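 active means mean inhibition across replicates of 30% or more, whatever share of single replicates reach that level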;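 further: absorbance from insulin aggregation driven by PDI reduction with DTT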
Target sequence (P07237 whole entry, looked up): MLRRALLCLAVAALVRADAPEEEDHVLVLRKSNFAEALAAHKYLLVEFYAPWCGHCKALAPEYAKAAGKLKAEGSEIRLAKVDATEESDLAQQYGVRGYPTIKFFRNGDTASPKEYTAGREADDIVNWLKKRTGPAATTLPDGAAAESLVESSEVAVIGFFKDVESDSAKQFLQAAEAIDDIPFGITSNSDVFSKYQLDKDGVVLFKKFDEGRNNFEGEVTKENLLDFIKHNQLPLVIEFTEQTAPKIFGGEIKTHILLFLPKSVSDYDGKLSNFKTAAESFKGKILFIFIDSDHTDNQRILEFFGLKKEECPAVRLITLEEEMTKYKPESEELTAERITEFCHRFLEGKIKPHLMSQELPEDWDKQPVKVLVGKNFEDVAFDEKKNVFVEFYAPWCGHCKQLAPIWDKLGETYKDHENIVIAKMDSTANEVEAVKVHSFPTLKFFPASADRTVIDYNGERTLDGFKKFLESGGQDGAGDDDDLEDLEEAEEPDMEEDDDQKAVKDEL
Shn3 3UTR inh – reduces Shn3 3'UTR luciferase signal in osteoblasts; Clone20 osteoblast Shn3 3'UTR firefly luciferase, 24 h; inhibition, % at 12.5 µM; hit rate 0.52% among 360,000; AID 588674;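 active means mean inhibition of at least 75% with every replicate also reaching 75%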;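 further: 0% = median of neutral control wells and 100% = pilot-screen positive control compound; some compounds past the cut are filed as inactive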
H9c2 protect – myocardial damage modulation in H9c2 cells; H9c2 cardiomyocytes, H2O2 injury protection, ATPLite, 2 h; protection from H2O2 cell death, % at 20 µM; hit rate 0.63% among 360,000; AID 588492;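 active means compounds giving at least 50% protection of heart cells from peroxide-induced death in the single-dose screen, raw or plate-pattern-corrected value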;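 further: 0% = DMSO wells with peroxide and 100% = DMSO wells without peroxide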
hiPSC survival – increases survival of single human iPS cells; hiPSC single-cell survival, ATPlite luminescence; 100% = ROCK inhibitor wells, 0% = DMSO; survival enhancement, % at 20 µM; hit rate 0.044% among 360,000; in the data active means survival enhancement above about 18%;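 further: cells exposed to compounds for 16 hours before the ATP read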
NR2E3 ag-1 – activates human NR2E3 receptor; hit rate 0.35% among 360,000; inhibition of corepressor binding, % at 3.98 µM; CHO-S Gal4-NCOR/VP16-NR2E3 two-hybrid, luciferase; AID 602229; Q9Y5X4;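 active means inhibition above the mean of all tested compounds plus 3 SD, cut at about 70% in these data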;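 further: 0% = DMSO with NR2E3 transfected cells and 100% = cells lacking NR2E3 construct; higher means lower luciferase signal from less NR2E3 corepressor binding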
CaV13 ICDI inh – Primary screen for inhibitors of IQ motif and Ca2+-dependent inactivation inhibitor domain binding in CACNA1D, Förster resonance energy transfer in living cells, …; HEK cells, CFP/YFP FRET ICDI-IQ, plate reader, 10 min; percent FRET-ratio fall versus neutral wells; AID 743397; hit rate 0.098% among 340,000; inhibition, % at 12.3 µM;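 active means mean replicate inhibition of at least 30% and at least 1% of replicates passing that level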;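 further: 0% = median of the neutral control wells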
m5-HT2A agonist – agonists of mouse serotonin 5-HT2A receptor (HTR2A); CHO-K1 mHTR2A beta-arrestin complementation, luminescence; percent of 30 µM serotonin response; activation, % at 7.6 µM; hit rate 0.66% among 360,000; AID 624169;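 active means activation above a run cutoff, the mean activation of all tested compounds plus 3 SD, cut at about 14% in these data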;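 further: 0% = plate median of compound wells and 100% = 30 µM serotonin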
Target sequence (P35363 whole entry, looked up): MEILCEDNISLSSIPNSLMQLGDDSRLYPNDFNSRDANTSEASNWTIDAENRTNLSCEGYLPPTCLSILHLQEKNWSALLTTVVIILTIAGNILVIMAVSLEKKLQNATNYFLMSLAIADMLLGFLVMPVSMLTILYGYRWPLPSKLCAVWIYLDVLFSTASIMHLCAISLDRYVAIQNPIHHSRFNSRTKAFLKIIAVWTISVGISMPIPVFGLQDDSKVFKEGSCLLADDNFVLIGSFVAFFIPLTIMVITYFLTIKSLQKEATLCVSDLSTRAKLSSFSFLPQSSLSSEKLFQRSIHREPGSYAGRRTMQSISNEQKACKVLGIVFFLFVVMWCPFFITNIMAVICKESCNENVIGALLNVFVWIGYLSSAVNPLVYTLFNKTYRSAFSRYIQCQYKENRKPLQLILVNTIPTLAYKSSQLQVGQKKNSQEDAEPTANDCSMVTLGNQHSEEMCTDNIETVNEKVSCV
Peg3 promoter – Peg3 promoter activity inhibition. HeLa PEG-Prom luciferase reporter, luminescence, overnight. inhibition, % at 20 µM. hit rate 1.7% among 360,000. AID 588405;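 active means inhibition of at least 50% at 20 µM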
NR2E3 ag-2 – agonists of human nuclear receptor NR2E3; Q9Y5X4; GST-NR2E3/biotin-RetCOR TR-FRET, 1536-well; inhibition of corepressor binding, % at 4.78 µM; hit rate 0.12% among 320,000; AID 2300;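 active means percent inhibition above the cutoff of mean plus 3 SD of all tested compounds, set per screening campaign, cut at about 20% in these data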;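 further: 0% = DMSO wells and 100% = biotin wells as full block of FRET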
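Material – GST-tagged NR2E3 plus biotinylated RetCOR corepressor · Quantity – NR2E3 fusion 1.35 nM · Times – 5 h incubation at 4 °C · Medium – pH 7.5 Tris-based buffer · Technique – TR-FRET, Eu(K)-anti-GST donor, streptavidin-D2 acceptor, ex 340, em 617/671 nm · Benchmarks – high control biotin, low control 0.6% DMSO · Format – 1536-well plates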
The depositor's hits bear a star.

Results for CC(C)(C)C(=O)NC1CCN(C(=O)N2CCCC2)CC1 ?
TRPM1 prom inh: 4.8; HIF-2a inh: 19.0; PDI turbidity: -2.7; Shn3 3UTR inh: 17.0; H9c2 protect: -3.9; hiPSC survival: -1.6; NR2E3 ag-1: -18.0; CaV13 ICDI inh: -5.5; m5-HT2A agonist: 2.6; Peg3 promoter: 6.4; NR2E3 ag-2: 1.4

Results for COc1ccc(C(=O)CN2CCN(S(=O)(=O)c3cccc([N+](=O)[O-])c3)CC2)cc1 ?
TRPM1 prom inh: 0.3; HIF-2a inh: 4.0; PDI turbidity: 2.4; Shn3 3UTR inh: -19.7; H9c2 protect: 5.7; hiPSC survival: -0.2; NR2E3 ag-1: -12.4; CaV13 ICDI inh: 2.1; m5-HT2A agonist: -7.3; Peg3 promoter: 3.7; NR2E3 ag-2: -4.6

What do the screens show for `CCOc1ccc2[nH]c(C)c(CN3CCN(C)CC3)c(=O)c2c1`?
TRPM1 prom inh: 6.4; HIF-2a inh: 2.1; PDI turbidity: 3.9; Shn3 3UTR inh: 0.4; H9c2 protect: -8.5; hiPSC survival: -0.3; NR2E3 ag-1: 0.2; CaV13 ICDI inh: -3.8; m5-HT2A agonist: 10.9; Peg3 promoter: 1.8; NR2E3 ag-2: 0.9

How did Cc1ccc(/C=C/C(=O)OCc2nc(N)nc(Nc3ccccc3C)n2)o1 do in these assays?
TRPM1 prom inh: -3.1; HIF-2a inh: 13.3; PDI turbidity: -0.2; Shn3 3UTR inh: -3.1; H9c2 protect: 2.4; hiPSC survival: -0.1; NR2E3 ag-1: -24.0; CaV13 ICDI inh: -4.8; m5-HT2A agonist: -1.6; Peg3 promoter: 5.5; NR2E3 ag-2: -0.6

Results for COc1ccc(C2C(C(=O)c3sc(C)nc3C)=C(O)C(=O)N2CCCn2ccnc2)cc1OC (stereo unspecified) ?
TRPM1 prom inh: -1.1; HIF-2a inh: 10.6; PDI turbidity: -1.7; Shn3 3UTR inh: -24.8; H9c2 protect: 4.8; hiPSC survival: -0.9; NR2E3 ag-1: -21.8; CaV13 ICDI inh: -5.6; m5-HT2A agonist: 2.5; Peg3 promoter: 12.5; NR2E3 ag-2: 2.0

What do the screens show for `O=C(Nc1nc2c(Cl)ccc(Cl)c2s1)C1CC1`?
HIF-2a inh: 5.4; Shn3 3UTR inh: -12.3; H9c2 protect: -5.9; hiPSC survival: -0.1; NR2E3 ag-1: -22.0; CaV13 ICDI inh: -6.2; m5-HT2A agonist: 2.6; Peg3 promoter: -1.8; NR2E3 ag-2: 0.0

How did O=C(NC1=NCCS1)c1cccc(Br)c1 do in these assays?
TRPM1 prom inh: -54.3; HIF-2a inh: -242.1; PDI turbidity: -1.4; Shn3 3UTR inh: -70.5; H9c2 protect: -3.3; hiPSC survival: -0.6; NR2E3 ag-1: -95.5; CaV13 ICDI inh: -3.5; m5-HT2A agonist: -0.7; Peg3 promoter: -280.4; NR2E3 ag-2: 3.5

Results for O=C(NCc1ccco1)C(=O)NCC1OCCN1S(=O)(=O)c1cc(F)ccc1F (stereo unspecified) ?
TRPM1 prom inh: 6.0; HIF-2a inh: 9.6; PDI turbidity: 11.6; Shn3 3UTR inh: 5.6; H9c2 protect: 22.1; hiPSC survival: -0.4; NR2E3 ag-1: -17.1; CaV13 ICDI inh: -6.6; m5-HT2A agonist: 2.4; Peg3 promoter: 17.3; NR2E3 ag-2: 2.2

Results for CC(C)[C@H](NC(=O)OCc1ccccc1)C(=O)OCC(=O)N1CCN(c2ccc(F)cc2)CC1 ?
TRPM1 prom inh: 4.7; HIF-2a inh: 12.8; PDI turbidity: 7.2; Shn3 3UTR inh: 4.4; H9c2 protect: -11.8; hiPSC survival: -2.1; NR2E3 ag-1: -19.0; CaV13 ICDI inh: -3.0; m5-HT2A agonist: 1.0; Peg3 promoter: 12.4; NR2E3 ag-2: 0.8

How did O=C(COc1ccc(S(=O)(=O)N2CCCC2)cc1)NCc1ccccn1 do in these assays?
TRPM1 prom inh: 6.6; HIF-2a inh: 1.4; PDI turbidity: -1.2; Shn3 3UTR inh: -0.8; H9c2 protect: 4.2; hiPSC survival: 0.3; NR2E3 ag-1: -9.2; CaV13 ICDI inh: -6.8; m5-HT2A agonist: 0.3; Peg3 promoter: -13.8; NR2E3 ag-2: -1.0

Results for CCN(CC(=O)Nc1c(F)cccc1F)C(=O)CSc1nc(C)cc(C)n1 ?
TRPM1 prom inh: 11.1; HIF-2a inh: 32.2; PDI turbidity: -0.5; Shn3 3UTR inh: 12.5; H9c2 protect: 0.9; hiPSC survival: 0.6; NR2E3 ag-1: -3.4; CaV13 ICDI inh: -5.0; m5-HT2A agonist: 2.7; Peg3 promoter: 26.5; NR2E3 ag-2: 0.5

Results for Cc1ccc(NC(=O)COC(=O)CC2CC3CCC2C3)cc1S(=O)(=O)N1CCOCC1 (stereo unspecified) ?
TRPM1 prom inh: 0.6; HIF-2a inh: 2.6; PDI turbidity: 0.8; Shn3 3UTR inh: 6.4; H9c2 protect: -6.2; hiPSC survival: -1.3; NR2E3 ag-1: 3.1; CaV13 ICDI inh: -13.6; m5-HT2A agonist: 4.5; Peg3 promoter: -3.8

Results for Cc1noc(C)c1S(=O)(=O)N1CCC(C(N)=O)CC1 ?
TRPM1 prom inh: 7.4; HIF-2a inh: 19.6; PDI turbidity: 3.7; Shn3 3UTR inh: -20.0; H9c2 protect: 4.3; hiPSC survival: -0.1; NR2E3 ag-1: -10.7; m5-HT2A agonist: -0.5; Peg3 promoter: -1.9; NR2E3 ag-2: 1.3

What do the screens show for `CCC(C)NC(=O)CSc1nnc(-c2cc(-c3ccc(C)cc3)nc3ccccc23)n1N` (stereo unspecified)?
TRPM1 prom inh: -16.8; HIF-2a inh: -47.0; PDI turbidity: -9.5; Shn3 3UTR inh: -3.4; H9c2 protect: -0.5; hiPSC survival: -0.4; NR2E3 ag-1: -17.4; CaV13 ICDI inh: -2.6; m5-HT2A agonist: -1.8; Peg3 promoter: -11.6; NR2E3 ag-2: 2.5

Results for CCc1cc2cc(C)ccc2nc1SCC(=O)N1CCN(C(=O)c2ccco2)CC1 ?
TRPM1 prom inh: 6.0; HIF-2a inh: 14.1; PDI turbidity: 18.9; Shn3 3UTR inh: 16.7; H9c2 protect: 15.8; hiPSC survival: 4.9; NR2E3 ag-1: -0.7; m5-HT2A agonist: -0.6; Peg3 promoter: 22.7; NR2E3 ag-2: 3.5

How did Cc1c(C(=O)NC2=NCCS2)cccc1[N+](=O)[O-] do in these assays?
TRPM1 prom inh: -11.4; HIF-2a inh: -2.3; PDI turbidity: 2.3; Shn3 3UTR inh: -9.1; H9c2 protect: 4.7; hiPSC survival: -0.1; NR2E3 ag-1: -12.0; CaV13 ICDI inh: -4.6; m5-HT2A agonist: -1.9; Peg3 promoter: 4.1; NR2E3 ag-2: 0.4

How did COc1ccc(CCNC(=O)c2noc(C(C)C)c2[N+](=O)[O-])cc1OC do in these assays?
HIF-2a inh: -47.1; PDI turbidity: 5.5; Shn3 3UTR inh: -8.9; H9c2 protect: 1.1; hiPSC survival: 0.0; NR2E3 ag-1: -4.7; CaV13 ICDI inh: -20.7; m5-HT2A agonist: 0.5; Peg3 promoter: 10.8; NR2E3 ag-2: 0.1

How did CCOC(=O)C1(C)/C(=N/Nc2ccc(S(N)(=O)=O)cc2)C(=O)C(=O)N1c1ccccc1 (stereo unspecified) do in these assays?
TRPM1 prom inh: 0.9; HIF-2a inh: 14.2; PDI turbidity: 3.8; Shn3 3UTR inh: 11.0; H9c2 protect: 1.7; hiPSC survival: 0.6; NR2E3 ag-1: -17.6; CaV13 ICDI inh: -6.2; m5-HT2A agonist: -2.5; Peg3 promoter: 7.9; NR2E3 ag-2: 0.8

What do the screens show for `C=CCOc1ccc(CNCCO)cc1OCC`?
TRPM1 prom inh: 0.9; HIF-2a inh: 7.9; PDI turbidity: -0.6; Shn3 3UTR inh: 0.4; H9c2 protect: 3.4; hiPSC survival: 2.8; NR2E3 ag-1: 4.2; CaV13 ICDI inh: -2.3; m5-HT2A agonist: 1.8; Peg3 promoter: -11.7; NR2E3 ag-2: 1.1

Results for CC1(Oc2cccc(F)c2)CCN(Cc2ccccc2OC(F)F)C1 (stereo unspecified) ?
HIF-2a inh: 5.8; PDI turbidity: 3.4; Shn3 3UTR inh: -16.7; H9c2 protect: -5.1; hiPSC survival: 1.6; NR2E3 ag-1: -17.0; CaV13 ICDI inh: -4.4; m5-HT2A agonist: -6.5; Peg3 promoter: 2.9

Results for CC1(C)Cc2c(sc3nc4n(c(=O)c23)CCC4)CO1 ?
TRPM1 prom inh: 7.3; HIF-2a inh: 11.7; PDI turbidity: -5.9; Shn3 3UTR inh: 7.3; H9c2 protect: -8.2; hiPSC survival: -0.4; NR2E3 ag-1: -9.8; CaV13 ICDI inh: -5.1; m5-HT2A agonist: 3.6; Peg3 promoter: 23.3; NR2E3 ag-2: -0.2

What do the screens show for `O=C(O)c1cc(S(=O)(=O)N(Cc2ccccc2)c2ccc(Cl)cc2)ccc1Cl`?
TRPM1 prom inh: -9.6; HIF-2a inh: 14.6; PDI turbidity: -4.4; Shn3 3UTR inh: -8.5; H9c2 protect: -0.3; hiPSC survival: 0.3; NR2E3 ag-1: -12.5; CaV13 ICDI inh: -4.9; m5-HT2A agonist: -8.5; Peg3 promoter: 6.7; NR2E3 ag-2: 3.5

What do the screens show for `Cc1ccc(N2C(=O)[C@@H]3[C@H](C2=O)C2CCCN2[C@@H]3C(=O)c2ccccc2)cc1` (stereo partly specified)?
TRPM1 prom inh: 4.9; HIF-2a inh: -40.6; PDI turbidity: 19.6; Shn3 3UTR inh: 21.9; H9c2 protect: 12.7; hiPSC survival: 2.1; NR2E3 ag-1: -7.6; CaV13 ICDI inh: -7.9; m5-HT2A agonist: 4.9; Peg3 promoter: -23.4; NR2E3 ag-2: 2.8

What do the screens show for `CC(C)Oc1ccc(CCC(=O)N/N=C/c2ccc3c(c2)OCO3)cc1`?
TRPM1 prom inh: 1.2; HIF-2a inh: -11.0; PDI turbidity: -44.2; Shn3 3UTR inh: 14.2; H9c2 protect: -10.7; hiPSC survival: 0.0; NR2E3 ag-1: -20.1; CaV13 ICDI inh: -4.8; m5-HT2A agonist: -2.5; Peg3 promoter: 25.4; NR2E3 ag-2: -3.2

Results for COc1cc(NC(=O)c2c3c(nc4ccccc24)CCC3)cc(OC)c1 ?
TRPM1 prom inh: 6.7; HIF-2a inh: 4.6; PDI turbidity: -1.6; Shn3 3UTR inh: 11.5; H9c2 protect: -3.9; hiPSC survival: -3.2; NR2E3 ag-1: 3.7; CaV13 ICDI inh: -4.0; m5-HT2A agonist: -1.7; Peg3 promoter: 4.5; NR2E3 ag-2: 1.7
